Abeta yeast res – compounds reversing amyloid beta toxicity in yeast; yeast expressing A-beta42, growth rescue, OD600, 48 h; response scale: 0% DMSO, 100% iron-clioquinol control; Potency, µM (highest dose often 46.1 µM), inactives show at the highest dose growth rescue, most hits filed as activators; 410,000 compounds, 0.063% hits; note: potency is the fitted concentration of half-maximal effect; nearly all actives have a fitted effect of over 55% in size
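Yeast growth medium received pinned compounds, then yeast cells expressing toxic A-beta were added; plates incubated at 30 C for 48 hr. Growth read as absorbance at 600 nm, normalized to DMSO and equimolar FeCl3 plus clioquinol controls.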
GLP-1R inv ag – inverse agonists of human GLP-1 receptor; P43220; HEK293 GLP-1R CRE-luciferase, luminescence, 24 h; GLP-1R form is constitutively active; Potency, µM (highest dose often 38.3 µM), for inactives: at the top dose activity change, negative = inhibition, most hits filed as inhibitors; 410,000 compounds, 1.6% hits; AID 624417; note: potency is the fitted concentration of half-maximal effect; % is set by controls: 0 for no effect and ±100 for the full control effect; nearly all actives have a fitted effect of over 55% in size
Target sequence (P43220 whole entry, looked up): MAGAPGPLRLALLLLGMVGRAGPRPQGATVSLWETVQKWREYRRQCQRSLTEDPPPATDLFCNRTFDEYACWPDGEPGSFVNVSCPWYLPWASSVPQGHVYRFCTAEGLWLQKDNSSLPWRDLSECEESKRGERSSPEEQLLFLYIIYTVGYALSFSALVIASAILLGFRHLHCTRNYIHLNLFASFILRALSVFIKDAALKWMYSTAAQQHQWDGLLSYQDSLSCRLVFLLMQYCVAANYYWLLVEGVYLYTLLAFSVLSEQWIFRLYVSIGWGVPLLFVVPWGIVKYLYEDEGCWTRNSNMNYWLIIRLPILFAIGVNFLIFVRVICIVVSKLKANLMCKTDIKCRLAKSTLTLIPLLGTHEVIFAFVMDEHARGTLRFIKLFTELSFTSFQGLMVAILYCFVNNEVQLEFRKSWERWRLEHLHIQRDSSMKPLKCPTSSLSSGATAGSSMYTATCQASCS
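HEK293 cells stably co-expressing constitutively active GLP-1R and a cAMP-responsive luciferase reporter were seeded in DMEM with 10% Nu serum, given compounds after 12 h, and incubated 24 h at 37 deg C. Luminescence was then read.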
aSyn rescue – alpha-synuclein toxicity inhibition in yeast | 370,000 compounds, 0.14% hits | Potency, µM (titrated, usually from 46.1 µM), without a hit: top-dose growth rescue (activation), usual class: activators | Yeast expressing alpha-synuclein, growth rescue, BacTiter-Glo, 24 h; note: potency is the fitted concentration of half-maximal effect; % of control where 0% means no effect; nearly all actives have a fitted effect of over 65% in size
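Readout is rescue of growth in alpha-synuclein-expressing yeast, so inhibitors of toxicity appear as activators. Growth after 24 hr at 30 deg C in galactose medium is quantified by luminescence.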
DRD3 antagonist – D3 dopamine receptor (human) antagonism | D3R cells, DiscoveRx beta-arrestin luminescence, antagonist mode; active compounds read low | max response, negative = inhibition, % | 360,000 compounds, 2.5% hits; in the data active = max response below about -50%; inconclusive = no clear call, values can overlap the other calls; note: % is set by controls: 0 for no effect and ±100 for the full control effect; mostly tested at two doses, the higher about 12 µM
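Cells plated overnight at 1500 cells/well, then exposed to library compounds with dopamine controls for 90 minutes at 37 degrees C. DiscoveRx reagent added for 30–60 minutes at room temperature; luminescence read, quantitative HTS format.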
FUS suppressor – rescues growth of FUS-expressing yeast; 390,000 compounds, 0.24% hits; Potency, µM (highest dose often 76.6 µM), inactives show at the highest dose growth rescue (activation), actives largely listed as activators; S. cerevisiae FUS-expressing, growth rescue, OD600, 24 h;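 note: potency is the fitted concentration of half-maximal effect; plate controls were DMSO vehicle for no effect and reference control for full effect; nearly all actives have a fitted effect of over 55% in size; some results filed as inactive show a strong effect at the top dose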
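FUS-expressing yeast, raffinose-pregrown, induced in 2% galactose minimal medium at OD 0.005; compounds in a dilution series, 24hr at 30C. Growth restoration read as absorbance at 600 nm. CP55940 positive control, DMSO negative.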
pAkt inh – inhibitors of Akt phosphorylation; Neuro2A IGF-stimulated pAkt S473 HTRF, 20 min; active compounds read low; activity change, % for hits at 50 µM; 360,000 compounds, 0.32% hits; AID 651550; in the data active = activity change below about -80%; inconclusive = mostly about -51% to -80%; note: % is set by controls: 0 for no effect and ±100 for the full control effect
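Neuro2A cells (4,500/well, DMEM with 0.5% FBS) were treated with compound at a single 50 µM final concentration, stimulated with 6 nM IGF for 20 min at 37 °C, and lysed. Phospho-Akt Ser473 was read by HTRF as 665/615 ratio ×10^4.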
PTHR1 ag – agonists of human PTHR1 parathyroid hormone receptor; Potency, µM (doses to about 115 µM), for inactives: top-dose activation, usual class: activators; 410,000 compounds, 0.075% hits; Q03431; HEK293 GP2 PTHR1 cells, GloSensor cAMP luminescence, 1 h; AID 743266; note: potency is the fitted concentration of half-maximal effect; nearly all actives have a fitted effect of over 55% in size; some results filed as inactive show a strong effect at the top dose; inactives centre near -15; many of its hits are not listed in these tables
Target sequence (Q03431 whole entry, looked up): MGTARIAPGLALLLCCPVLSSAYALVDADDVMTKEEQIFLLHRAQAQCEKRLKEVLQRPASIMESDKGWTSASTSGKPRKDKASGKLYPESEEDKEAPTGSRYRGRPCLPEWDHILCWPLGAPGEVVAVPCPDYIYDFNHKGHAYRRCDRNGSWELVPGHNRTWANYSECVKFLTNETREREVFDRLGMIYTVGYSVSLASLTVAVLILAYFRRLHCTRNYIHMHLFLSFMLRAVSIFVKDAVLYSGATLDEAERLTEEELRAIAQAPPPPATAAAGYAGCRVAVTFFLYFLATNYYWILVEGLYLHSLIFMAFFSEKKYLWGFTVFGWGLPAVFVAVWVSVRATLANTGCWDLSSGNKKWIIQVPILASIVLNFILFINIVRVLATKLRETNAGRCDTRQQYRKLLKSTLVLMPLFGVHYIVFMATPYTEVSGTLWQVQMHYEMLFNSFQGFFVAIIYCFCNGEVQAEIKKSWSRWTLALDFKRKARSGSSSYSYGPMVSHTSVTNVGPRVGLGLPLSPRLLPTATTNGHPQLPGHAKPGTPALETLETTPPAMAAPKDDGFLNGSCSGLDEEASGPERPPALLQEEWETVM
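HEK-293-derived GP2 cells expressing PTHR1 and a GloSensor cAMP reporter, 3,000/well, plated overnight, given luciferin plus IBMX (each 0.5 mM as added) for 1 h at 37 °C, then compound for 1 h at 37 °C. Luminescence was read after 15 min at room temperature.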
GLP-1R agonist – agonists of human GLP-1 receptor. P43220. HEK293 GLP-1R CRE-luciferase, luminescence, 4-6 h; cells express a hypersensitive GLP-1R form. Potency, µM (highest dose often 45.6 µM), for the others: at the top dose activation, usual class: activators. 380,000 compounds, 0.007% hits; note: potency is the fitted concentration of half-maximal effect; % of control where 0% means no effect
TDP-43 yeast inh – inhibitors of TDP-43 toxicity in yeast | 410,000 compounds, 1.8% hits | TDP-43 expressing yeast growth rescue, BacTiter-Glo, 24 h | AID 652104 | Potency, µM (highest dose often 46.1 µM), without a hit: top-dose growth rescue (activation), most hits filed as activators; note: potency is the fitted concentration of half-maximal effect; % of control where 0% means no effect; nearly all actives have a fitted effect of over 50% in size
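Yeast expressing TDP-43 (pregrown in raffinose, seeded at OD600=0.02 in galactose medium) exposed to compounds 24 hr at 30 deg C. Growth read by BacTiter-Glo luminescence; rescue of toxicity appears as increased signal.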
Active calls of the source: *; i = inactive; ? = inconclusive; nt = no result given; [ ] = dose if it differs, or a comment. Unless noted, calls come from the whole dose curve; as a rule, active = well fitted curve in the direction sought with a large enough effect; inconclusive = small, poorly fitted or top-dose-only effect, or another doubt; inactive = no such curve, though single readings can be large; an effect the other way counts as inactive or inconclusive.

SMILES	Abeta yeast res	GLP-1R inv ag	aSyn rescue	DRD3 antagonist	FUS suppressor	pAkt inh	PTHR1 ag	GLP-1R agonist	TDP-43 yeast inh
CC12CC(c3ccccc3O1)C(/C(N)=N/NC(=O)c1ccc(F)cc1)C(=O)N2 (stereo not given)	0%	0%	0%	7	4%	i	i	0%	3%
Cc1c(Cl)cccc1NC(=O)CC1NCCNC1=O (stereo not given)	1%	1%	-9%	21	3%	i	-11%	-1%	-3%
CCN1C(=O)CSC1=NC12CC3CC(CC(C3)C1)C2	6%	-1%	-28%	12	-10%	i	-4%	1%	-13%
COc1cc(OC)cc(C(=O)NC(C(=O)Nc2ccc3c(c2)CCC3)C(C)C)c1 (stereo not given)	-7%	?	7%	-10	-14%	i	i	-5%	11%
CCC(=O)Nc1cccc(-c2ccc(N3CCCCC3)nn2)c1	-5%	?	-18%	-13	6%	i	-86%[inhibitor]	-6%	-5%
C/C(=N\NC(=O)c1cc(C)[nH]n1)c1cccs1	-12%	?	-5%	-5	-8%	i	-30%[inhibitor]	-2%	0%
Cc1ccc(C)c(N2CCN(S(=O)(=O)c3cc(C(=O)Nc4ccc(Oc5ccccc5)cc4)ccc3F)CC2)c1	-13%	-14%	nt	nt	22%	nt	-54%[inhibitor]	nt	8%
C[C@H](CO)N1C[C@H](C)[C@@H](CN(C)CC2CCCCC2)Oc2c(NC(=O)CCC(F)(F)F)cccc2C1=O	-3%	13%	0%	-13	-7%	i	-98%[inhibitor]	5%	13%
C[C@H](NC(=O)c1ccccc1)C(=O)N1CCN(Cc2ccc3c(c2)OCO3)CC1	-7%	-22%	-1%[1.84 µM]	-6	17%	i	i	10%	7%
COc1ccc(C2CC(c3ccccc3)=NN2C(=O)COC(=O)c2cccc(S(=O)(=O)N(C)C)c2)cc1 (stereo not given)	-1%	20%	-7%	-6	nt	i	-14%	-28%	2%
O=C(COc1ccc2c3c(c(=O)oc2c1)CCC3)N1CCCC1	-20%	36%[activator]	2%	8	-11%	i	i	3%	-3%
COc1cc(NC(=O)c2ccc([N+](=O)[O-])o2)ccc1NC(=O)c1ccco1	-4%	2%	-2%	-9	-3%	i	i	0%	16%
Cc1ccc(OCCn2c3ccccc3n3nc(C)c(=O)nc23)cc1	11%	23%	2%	4	15%	i	i	14%	-19%[0.397 µM]
CCOC(=O)[C@H]1[C@H]2COc3ccc(Cl)cc3[C@@H]2N2C(=O)c3cc(F)c(F)cc3NC(=O)[C@@]12C	16%	10µM*	-5%	-19	?	i	-40%[inhibitor]	3%	24%
COc1ccc(CCNC(=O)Cc2ccc(OC)c(OC)c2)cc1OC	-28%	-9%	5%	-3	-13%	i	16%	5%	0%
CCc1sc(/C=C(/C#N)C(N)=S)cc1[N+](=O)[O-]	-9%	-14%	1%	-11	8%	i	-11%	-3%	22%
c1ccc(N2CCN(c3ncnc4sc5c(c34)CCC5)CC2)cc1	1%	?	-7%	-23	7%	i	-33%[inhibitor]	-2%	5%
COc1cc(CNCc2ccccn2)ccc1OCc1ccccc1Cl	-5%	?	10%	?	nt	i	-6%	9%	9%
CC(NC(=O)Cc1ccccc1)C(c1ccccc1)N1CCOCC1 (stereo not given)	14%	-21%	-6%	6	11%	i	i	2%	-11%
CCCCCOc1ccc(C(=O)N(Cc2ccco2)C2CCS(=O)(=O)C2)cc1 (stereo not given)	18%	0%	0%	7	36%	i	-84%[inhibitor]	4%	-4%
Cc1ccc(NC(=O)[C@H](Cc2c[nH]c3ccccc23)NC(=O)[C@@H]2Cc3ccccc3CN2)c(C)c1	5%	?	2%	3	-7%	i	-22%	4%	6%
C#CCSc1nc(-c2ccccc2)cc(-c2ccccc2)c1C#N	-3%	?	nt	nt	20%	nt	i	nt	?
CCOc1ccccc1CNC(=O)c1cc2n(n1)CCCN(Cc1ccc(C)cc1)C2=O	?	?	nt	nt	?	nt	-21%	nt	35µM*
Cc1ccc(NC(=O)CSc2nccn2Cc2ccco2)c(C)c1	6%	?	7%	-6	2%	i	-31%[inhibitor]	-3%	11%
O=C(N/N=C/c1ccc(O)cc1O)C1CC1	12%	20%	0%	-92*	-10%	i	-3%	4%	10%
COc1ccc(-n2nc3ccc(NC(=O)c4ccc(C#N)cc4F)cc3n2)cc1Cl	1%	21%	nt	nt	-15%	nt	i	0%	16%
COC(=O)c1c(NC(=O)CN2CCN(c3ccccc3OC)CC2)c2cc(C)ccc2n1C	5%	0%	-1%	19	3%	i	-26%	0%	18%
CCOC(=O)c1cc(S(=O)(=O)N2CCN(C3CCCCC3)CC2)cn1C	18%	11%	9%	14	-1%	i	i	-1%	8%
CNC(=O)COc1ccc(NC(=O)CCn2nc(-c3ccc(C)cc3)c3ccccc3c2=O)cc1	-10%	7%	nt	nt	9%	nt	-25%	nt	?
COc1ccccc1CCC(=O)Nc1ccc2c(c1)c(=O)n(C)n2C	-18%	12%	-5%	5	-5%	nt	-6%	5%	20%

In a second layout: entries from further up
SMILES | Abeta yeast res | GLP-1R inv ag | aSyn rescue | DRD3 antagonist | FUS suppressor | pAkt inh | PTHR1 ag | GLP-1R agonist | TDP-43 yeast inh
CCc1sc(/C=C(/C#N)C(N)=S)cc1[N+](=O)[O-] | -9% | -14% | 1% | -11 | 8% | i | -11% | -3% | 22%
CNC(=O)COc1ccc(NC(=O)CCn2nc(-c3ccc(C)cc3)c3ccccc3c2=O)cc1 | -10% | 7% | nt | nt | 9% | nt | -25% | nt | ?

Additional structures:
SMILES	Abeta yeast res	GLP-1R inv ag	aSyn rescue	DRD3 antagonist	FUS suppressor	pAkt inh	PTHR1 ag	GLP-1R agonist	TDP-43 yeast inh
NC(=S)N/N=C1\CCOc2ccc(F)cc21	?	?	-6%	-24	0%	i	-27%	8%	0%
Cc1cccc(CNC(=O)C2CCN(S(=O)(=O)c3ccc4c(c3)CCCN4C(=O)C3CCC3)CC2)c1	-13%	?	nt	nt	28µM*	nt	-53%[inhibitor]	nt	3%
CCC(=NCCc1ccc(OC)c(OC)c1)c1ccccc1O	-11%	4%	-3%	0	-11%	i	2%	4%	-10%
CCOc1ccc2nc(N=NC3=C(O)CC(C)(C)CC3=O)sc2c1	?	5%	?	?	-14%	i	-20%	0%	22%
COCc1nnc(NC(=O)CCSc2ccccc2)s1	-1%	-3%	-11%	-13	12%	i	i	-6%	-20%
Cc1cc(NC(=O)CCCC(=O)OCC(F)(F)C(F)F)cc(C)c1C(=O)O	6%	7%	0%	6	7%	-112%*	0%	0%	11%
COc1ccc(-c2cc(C(F)(F)F)nc(NCc3cccs3)n2)cc1	-2%	?	-3%	-8	24%	i	-16%	14%	-11%
Cc1ccc(-c2cc(NC(=O)c3ccccc3Cl)on2)cc1	4%	-23%	nt	nt	-10%	nt	-32%	nt	?
C=CCn1c(CCNC(=O)c2cccs2)n[nH]c1=S	7%	16%	11%	2	nt	i	i	-7%	?
N#Cc1sc2nc(-c3ccccc3)cc(C(F)(F)F)c2c1N	-1%	33%[activator]	6%	-7	12%	i	i	4%	-7%
Cc1cnc(C(=O)NCCc2ccc(Cl)cc2)cn1	-5%	3%	-1%	-12	?	i	-3%	4%	23%
CCc1ccc(NC(=O)Cn2c(=O)n(CCCCC(=O)NCc3ccccc3Cl)c(=O)c3ccccc32)cc1	-1%	7%	nt	nt	-16%	nt	-44%[inhibitor]	-1%	29%
CC(=O)Nc1cccc(Oc2cc(C#N)c(C#N)cc2N2CCCCCC2)c1	-4%	?	-1%	-20	6%	i	-27%	0%	-14%
CN(C)CCCN(C(=O)c1ccc(C(=O)c2ccccc2)cc1)c1nc2cc3c(cc2s1)OCCO3	4%	?	3%	-8	23%	i	-34%[inhibitor]	1%	-35%[inhibitor]
O=C(NCc1ccncc1)Nc1ccc(Cc2ccc(NC(=O)NCc3ccncc3)cc2)cc1	2%	-1%	-6%	5	-7%	i	-3%	3%	25%
COc1ccc(/C=C(\NC(=O)c2ccccc2)C(=O)OCC2CCCN3CCCCC23)cc1OC (stereo not given)	-14%	?	-5%	-19	27%	i	i	10%	-10%
O=C(NC1CCCCC1)c1noc2c1CCCCC2	13%	-15%	1%	-12	9%	nt	i	5%	-3%
O=C(CN1C(=O)c2ccccc2S1(=O)=O)N1CCN(c2ccccc2)CC1	15%	0%	-1%	-14	15%	nt	-34%[inhibitor][57.5 µM]	-1%	-19%
CCN1C(=O)CC(C(=O)Nc2ccc(F)cc2)SC1=Nc1cccc(OC)c1 (stereo not given)	6%	?	7%	-8	nt	i	-56%[inhibitor]	2%	6%
CC1CCc2nn(CC(=O)N3CCc4ccccc43)cc2C1 (stereo not given)	3%	-11%	-14%	-15	-13%	i	-34%[inhibitor]	16%	15%
O=C(NCC(=O)N(CCN1CCOCC1)C(C(=O)NC1CCCC1)c1cccnc1)c1cccs1 (stereo not given)	3%	8%	1%	10	3%	i	i	-12%	-15%
N#CC[C@H](c1ccccc1)N1CCN(Cc2ccccc2)CCC1=O	-9%	10%	0%	-10	2%	i	-22%	4%	1%
CCN1C(c2ccccc2)C(C)C(=O)C(C)C1c1ccccc1 (stereo not given)	12%	?	-14%	?	-25%	i	-27%[57.5 µM]	-24%	-11%
Cc1cc(OCC(=O)Nc2cc(C(C)(C)C)on2)ccc1[N+](=O)[O-]	0%	?	2%	31	nt	i	i	-3%	11%
Cc1nnc(NC(=O)Cc2ccc(OCc3c(C)noc3C)cc2)s1	2%	-17%	-2%	-27	14µM*	i	i	0%	-6%
O=C(NCCC1=CCCCC1)c1[nH]c(C(F)(F)F)nc1-c1ccccc1	7%	?	-12%	-6	15%	i	-15%	0%	29%
Cn1c(SCC(=O)NCCc2ccccc2)nnc1-c1ccco1	2%	-2%	-1%	-17	-18%	i	i	-8%	-4%

Screens deposited in PubChem by National Center for Advancing Translational Sciences (NCATS).

This is a subset; rates above refer to the full screens.
